Source: PubChem
DNA FID counter: counter-screen for HCV NS3 helicase inhibitors: DNA intercalator displacement. 290,000 compounds, 0.17% hits. inhibition, % at 7.9 µM. DNA fluorescent intercalator displacement, fluorescence; in the data active means inhibition above about 37%;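 further: 0% = vehicle and 100% = reference compound; higher means more ethidium bromide displaced from hairpin DNA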
NS3 helicase inh: inhibitors of Hepatitis C virus NS3 helicase; NS3 helicase DNA unwinding, Cy5 molecular beacon fluorescence; inhibition, % at 10.9 µM; 290,000 compounds, 0.56% hits;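 active means inhibition above the mean of all tested compounds plus 3 SD, set per campaign, cut at about 35% in these data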;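 further: 0% = DMSO wells and 100% = thioflavine S control wells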
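Compound dosing – single dose, 10.9 µM nominal final, DMSO 0.8% final · System – NS3 helicase fragment of HCV · Buffer or medium – MOPS pH 6.5, MgCl2, DTT, Tween20, BSA · Signal – Cy5 beacon fluorescence read at start and 1 h · Also added – annealed dual-labelled DNA beacon duplex, ATP-started · Schedule – 1 h at 25 °C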
MEKK2mut PB1 HTS: signal of MEK5 binding to mutant human MEKK2 PB1 domain | bead flow cytometry, Alexa488-MEK5 binding to MEKK2 mutant | percent response, % at 10 µM | 290,000 compounds, 0.35% hits | AID 1530; in the data active means percent response above about 24%, passing the limit was not always enough; further: inactives centre near 1; some results filed as inactive read as strong as hits
MEKK3 PB1 HTS: modulators (inhibitors or enhancers) of MEK5 binding to human MEKK3 PB1 domain | binding response (% of control), % at 10 µM | bead-based flow cytometry, Alexa488-MEK5 binding to MEKK3; actives lie on both sides; 0 = blocked by unlabeled MEK5, 100 = vehicle | 290,000 compounds, 1.4% hits | Q99759;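 active means binding response more than 3 SD above or below the average of its plate-row segment, actives on both sides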;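 further: Alexa488 bead fluorescence after subtracting the streptavidin-only scavenger bead signal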
Target sequence (Q99759 whole entry, looked up, the tested form may be a part): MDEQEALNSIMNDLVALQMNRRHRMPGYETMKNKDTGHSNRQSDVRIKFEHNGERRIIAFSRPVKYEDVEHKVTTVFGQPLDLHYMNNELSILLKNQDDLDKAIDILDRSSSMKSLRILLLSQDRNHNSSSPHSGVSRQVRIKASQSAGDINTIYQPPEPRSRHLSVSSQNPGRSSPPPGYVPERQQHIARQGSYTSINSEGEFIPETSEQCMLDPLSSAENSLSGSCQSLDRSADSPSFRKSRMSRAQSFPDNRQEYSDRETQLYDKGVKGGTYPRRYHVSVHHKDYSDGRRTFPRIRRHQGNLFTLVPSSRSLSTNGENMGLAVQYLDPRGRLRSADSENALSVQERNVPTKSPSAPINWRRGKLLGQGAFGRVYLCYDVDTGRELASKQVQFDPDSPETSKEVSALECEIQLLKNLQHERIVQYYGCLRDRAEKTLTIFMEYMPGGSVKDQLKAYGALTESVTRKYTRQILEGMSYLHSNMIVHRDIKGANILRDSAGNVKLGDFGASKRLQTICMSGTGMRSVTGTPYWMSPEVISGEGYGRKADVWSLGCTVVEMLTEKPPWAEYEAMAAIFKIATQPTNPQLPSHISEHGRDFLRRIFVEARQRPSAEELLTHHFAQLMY
MEKK2wt PB1 HTS: raises or lowers MEK5 binding to wildtype human MEKK2 PB1 domain; Q9Y2U5; bead flow cytometry, Alexa488-MEK5 binding to MEKK2 WT; actives lie on both sides; binding response (% of control), % at 10 µM; 290,000 compounds, 1.1% hits; AID 1531; in the data active means binding response below about 67% or above about 130%
CRFR2-BP ag: agonists of human CRF-binding protein/CRF-R2 receptor complex. HEK293 CRF-R2/CRF-BP, calcium dye fluorescence (FLIPR); percent of saturating CRF peptide response. 350,000 compounds, 0.46% hits. activation, % at 13.2 µM;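 active means activation of at least 50%, plus an integration ratio under a set limit after plate pattern correction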;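 further: plate controls were neutral control wells without compound for no effect and CRF at EC100 for full effect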
SUMO HTRF inh: blocks human SUMOylation mediated by UBC9 | HTRF SUMOylation assay, SAE1/SAE2 + UBC9, in vitro | 290,000 compounds, 0.36% hits | P63279 | inhibition, % at 35 µM; in the data active means inhibition above about 50%, passing the limit was not always enough; further: strong numbers were not always called active
Target sequence (P63279 whole entry, looked up): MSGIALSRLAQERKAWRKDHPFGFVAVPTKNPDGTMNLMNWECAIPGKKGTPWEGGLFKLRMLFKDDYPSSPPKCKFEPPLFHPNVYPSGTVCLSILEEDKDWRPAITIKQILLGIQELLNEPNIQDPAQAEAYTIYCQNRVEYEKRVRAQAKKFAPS
CRFR2-BP antag: CRF-BP/CRF-R2 complex antagonism; 350,000 compounds, 0.59% hits; HEK293 CRF-R2/CRF-BP, CRF-induced calcium fluorescence; inhibition, % at 11.8 µM;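 active means inhibition of the ligand-induced calcium signal above about 50% at the single tested concentration, limit read from the data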
GalR3 antagonist: antagonists of human GalR3 | O60755 | HEK293 GalR3-CNG cAMP membrane potential fluorescence; galR3 body fused to GalR1 C-terminus | inhibition, % at 3 µM | 360,000 compounds, 0.44% hits | AID 651719;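 active means inhibition above the screen-wide average plus 3 SD, cut at about 13% in these data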;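 further: forskolin and galanin both at EC90 stimulate the cells; cAMP rise reported by CNG channel membrane potential dye signal; 0% = forskolin plus galanin with DMSO and 100% = forskolin alone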
Target sequence (O60755 1-299 limits assumed): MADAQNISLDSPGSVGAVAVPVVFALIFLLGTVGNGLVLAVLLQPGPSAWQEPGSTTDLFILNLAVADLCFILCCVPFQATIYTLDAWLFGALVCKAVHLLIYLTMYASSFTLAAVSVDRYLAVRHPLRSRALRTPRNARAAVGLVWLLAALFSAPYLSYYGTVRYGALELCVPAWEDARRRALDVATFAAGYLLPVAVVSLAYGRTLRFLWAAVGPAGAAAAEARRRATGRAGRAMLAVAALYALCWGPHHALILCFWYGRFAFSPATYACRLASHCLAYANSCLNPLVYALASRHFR
* marks the source's active call; other numbers are inactive results; . = no result given.

SMILES	DNA FID counter	NS3 helicase inh	MEKK2mut PB1 HTS	MEKK3 PB1 HTS	MEKK2wt PB1 HTS	CRFR2-BP ag	SUMO HTRF inh	CRFR2-BP antag	GalR3 antagonist
COc1ccc(C)cc1NC(=S)N1CCN(c2ncccn2)CC1	-8	1	-5	97	101	0.6	4	7	-1
CC1CCCCN1C(=O)CSc1nnc(-c2ccccc2O)o1 (centres undefined)	-21	2	0	102	98	-0.1	6	-6	-8
CN(Cc1cccnc1)Cc1c(C(=O)N2CCc3ccccc3C2)nc2ccc(Cl)cn12	-31	-12	0	100	104	-0.2	2	3	-4
Cc1nn(-c2ccccc2)c(C)c1C(=O)OCC(=O)c1c(N)n(CC(C)C)c(=O)n(C)c1=O	-6	1	3	102	100	-0.4	-15	-18	-4
Cc1csc(=N)n1CC(=O)N1CCc2ccccc21	1	-3	1	101	106	0.6	-21	-5	-1
O=C(CC(=O)NC1CCCCC1)N/N=C/c1cccc2ccccc12	-7	-3	6	103	101	-1.3	-2	9	-3
COc1ccc(-c2cc(C(F)(F)F)n3ncc(C(=O)N(C)Cc4ccccc4)c3n2)cc1	-27	-9	0	97	93	-0.1	1	-28	-4
CS(=O)(=O)N(CC(=O)NC1CC1)C1CCCCC1	0	-2	-3	103	101	0.7	-7	-4	2
COc1ccccc1CN1CC(C(=O)NCc2c(F)ccc(C)c2F)CCC1=O (centres undefined)	-34	-7	-3	98	97	-0.4	.	0	2
CC(C)N(C(=O)COC(=O)CNC(=O)c1ccc(Br)cc1)c1ccccc1	-28	5	2	101	91	-4.6	-8	16	-4
CC1=C(C#N)C(NC(=O)C(C)(C)C)(C(F)(F)F)C(=O)N1 (centres undefined)	2	-6	-8	92	91	-0.2	10	8	1
C=CCc1c(C)nc(N2CCSCC2)[nH]c1=O	1	-5	-14	95	97	-0.9	5	4	-1
O=C(c1ccc([N+](=O)[O-])o1)N1CCc2ccccc2C1	1	2	12	104	104	-1.9	14	3	-3
CC1CC(C)CN(CCCNC(=O)c2ccc3c(c2)NC(=O)CS3)C1 (centres undefined)	11	-1	-5	96	96	0.3	.	-5	-5
COc1cccc(C(=O)Nc2nnc(S(=O)(=O)Nc3cccc(C)c3)s2)c1	-13	46*	2	100	94	-1.4	16	-8	.
COc1ccccc1NC(=O)c1cc[n+](C)cc1	-1	3	5	100	106	-0.5	18	-2	-8
CN(/N=C/c1cc(Br)cc(Br)c1O)c1ccccc1	2	24	1	103	100	-1.6	2	-2	-8
COc1ccccc1-n1c(=S)[nH]c2c(sc(=S)n2-c2ccc(C)cc2C)c1=O	-29	6	3	102	103	4.2	4	18	.
Cc1ccc([N+](=O)[O-])cc1-c1ccc2cccc(C)c2n1	2	4	-2	96	93	-1.3	-23	-4	-5
CC(=O)Nc1c(O)nc(SCC(=O)Nc2cccc(C)c2)[nH]c1=O	-2	-3	-5	98	99	7.8	2	0	2

Next part, overlapping the part above by 5 compounds.
SMILES	DNA FID counter	NS3 helicase inh	MEKK2mut PB1 HTS	MEKK3 PB1 HTS	MEKK2wt PB1 HTS	CRFR2-BP ag	SUMO HTRF inh	CRFR2-BP antag	GalR3 antagonist
COc1ccccc1NC(=O)c1cc[n+](C)cc1	-1	3	5	100	106	-0.5	18	-2	-8
CN(/N=C/c1cc(Br)cc(Br)c1O)c1ccccc1	2	24	1	103	100	-1.6	2	-2	-8
COc1ccccc1-n1c(=S)[nH]c2c(sc(=S)n2-c2ccc(C)cc2C)c1=O	-29	6	3	102	103	4.2	4	18	.
Cc1ccc([N+](=O)[O-])cc1-c1ccc2cccc(C)c2n1	2	4	-2	96	93	-1.3	-23	-4	-5
CC(=O)Nc1c(O)nc(SCC(=O)Nc2cccc(C)c2)[nH]c1=O	-2	-3	-5	98	99	7.8	2	0	2
C=CCNC(=O)c1ccc2c(=O)n(Cc3ccccc3OC)c(=S)[nH]c2c1	-9	-4	5	105	106	-2.8	12	7	-10
Cc1cc(OCCOCCNCc2ccccc2)ccc1C(C)C	23	-62	6	109	134*	4.7	-15	-26	-4
CC(CCc1ccccc1)NC(=O)C(=O)NCCc1ccccc1 (centres undefined)	-5	-3	0	97	98	-2.9	-8	13	-3
CCCCC(=O)NNC(=O)CC(=O)Nc1ccccc1C(=O)O	-2	-5	6	104	110	0.9	27	-2	-4
Cc1cc(C(=O)NNC(=O)NC(C)C)no1	-10	3	6	102	99	-0.1	13	0	-2
COc1ccc(-c2nn(-c3ccccc3)cc2C(=O)NCC2CCCO2)cc1 (centres undefined)	-36	-3	6	104	107	-3.1	-13	-4	-2
FC(F)(F)c1nc(NCc2ccccc2)c2nnn(Cc3ccccc3)c2n1	-10	1	12	103	107	8.3	2	-27	-4
CCC(=O)N1CCN(c2nc(CC)nc3sc4c(c23)CCCC4)CC1	-42	-4	8	110	110	-0.2	9	-1	-4
Cc1cc(NC(=O)CCC(=O)N(Cc2ccco2)C2(C(=O)NC3CCCC3)CCCCC2)no1	-41	-4	1	104	104	-1.1	1	-1	-7
CCCCCCCC(=O)N/N=C(\C)c1ccc(N)cc1	-9	7	5	101	100	.	0	.	.
CCC(C(=O)OCn1nnc2ccccc2c1=O)c1ccccc1 (centres undefined)	-17	6	-3	105	100	-0.2	2	5	-5
Cc1ccc2nc(-c3ccccn3)c(NC3CCCC3)n2c1	-9	-19	-10	110	96	-1.4	-1	-19	-8
Cc1ccc(S(=O)(=O)N(C)C)cc1NC(=S)NCCc1ccccn1	-8	22	-2	106	104	2.6	12	8	-8
COc1cccc(NC(=O)C(=O)N/N=C/c2cc(C)n(-c3ccc(Cl)c(Cl)c3)c2C)c1	-11	1	9	108	105	0.3	14	18	-8
CNS(=O)(=O)c1cc(O)c2c(S(=O)(=O)NC)cccc2c1	-5	9	5	101	109	-0.9	25	41	-2
Cc1cccn2c(=O)c3cc(C(=O)NC4CCCC4)c(=N)n(C4CCCC4)c3nc12	16	-6	5	102	105	-0.8	12	22	-4
COc1cccc(/C=N/n2cnc3c(cnn3-c3ccccc3)c2=O)c1	1	5	5	105	103	2.3	0	18	2
CC(C)=NNc1nc(-c2ccccc2)c(C)s1	-6	5	2	99	100	-1.5	7	-1	3
COc1ccccc1CCNC(=O)C1CCC(=O)N(Cc2ccccc2OC)C1 (centres undefined)	-37	-1	1	97	99	-1.5	0	0	-1
COCCNc1c2c(nc3c(-c4ccccc4)c(C)nn13)CCCC2	-6	-6	-2	99	100	-5.7	-7	22	-6
O=C(Nc1ccccc1)C1=C[C@H](c2csc3ccccc23)C[C@H](OCCCCO)O1	-23	-11	-9	97	90	-0.3	-2	-3	-8
O=C(Nc1ccnn1C1CCN(Cc2ccccn2)CC1)c1cccc(F)c1	-9	3	4	101	103	1.0	-1	2	-6
CSc1nnc(-c2ccccc2)c(-c2ccccc2)n1	-10	11	1	100	98	1.9	1	0	-4
COc1ccc(-n2nc(C(=O)NCC(=O)NCCC3=CCCCC3)c3ccccc3c2=O)cc1	-32	8	-3	101	99	-0.5	1	-11	-10
Cc1ccc(NC(=S)N(CCCN2CCOCC2)Cc2ccco2)cc1C	1	-5	5	107	111	-1.0	1	-8	-2
CC(C)NC(=O)C1CCN(C2CCN(C(=O)C3=CCCC3)CC2)CC1	7	6	-1	99	98	0.4	23	-8	-4
Cc1ccccc1S(=O)(=O)Cc1ccc(C(=O)NCCc2ccccc2)o1	-36	-1	-1	97	97	-1.0	3	-7	-4
CCCCOC(=O)CNc1nnc(SCC(=O)OCC)[nH]c1=O	-9	3	-1	98	98	-1.4	3	-2	10
CCOc1ccc(S(=O)(=O)Nc2ccccc2C(=O)N/N=C/c2c(OC)ccc3ccccc23)cc1	-12	-11	7	99	93	-1.8	7	-109	-1
CN(C)c1nc(Cl)nc(NCCOc2ccccc2)n1	6	5	-2	97	101	-2.3	-3	47	0
Nc1nc2ccccc2n1C(=O)CCc1ccccc1	3	6	5	102	109	0.6	9	-20	-2
CN1CCN(c2ccc(S(=O)(=O)N3CCCCC3)cc2NC(=O)Cc2ccc(Cl)cc2)CC1	12	-62	23	105	135	15	12	-16	-12
COc1ccc(/C=C2\SC(=Nc3ccccc3OC)NC2=O)cc1	-32	-7	0	102	96	-0.5	-1	32	-13
CCCCNC(=O)CCn1c(=S)[nH]c2cc3c(cc2c1=O)OCO3	1	2	-3	100	99	-0.9	-7	12	-4
CCOC(=O)c1ccc(Nc2nnc3nc(C)cc(C)n23)cc1	-4	2	4	104	98	-0.6	31	3	-5
Cc1cc(=O)oc2cc(OCC#N)ccc12	-2	-3	2	101	106	0.1	-2	3	9
CC(C)c1ccc(NC(=O)NCc2ccc3c(c2)OCO3)cc1	-12	-8	6	105	110	0.2	4	-5	1
COc1ccc(-n2c(=S)[nH]c3cc(C(=O)Nc4ccc(C)c(F)c4)ccc3c2=O)c(OC)c1	-33	23	8	104	103	-0.4	-21	29	-7
CC1CCC(N2CC(=O)N(Cc3ccc4c(c3)OCO4)C(c3ccc(F)cc3)C2=O)CC1 (centres undefined)	-10	-3	3	99	99	2.2	-1	-52	-6
COc1cccc(CN2C(=O)[C@@H]3Cc4c([nH]c5ccccc45)C(C)(C)N3C2=O)c1	.	.	-8	100	95	-0.4	.	-10	-6
CC(C)NC(=O)CSc1nc2ccccc2c(=O)n1CCCOC(C)C	-17	8	-7	84	90	0.1	-7	7	-10
Cc1nccn1CC(=O)N/N=C/c1cccc(O)c1	-4	3	-1	99	99	-2.4	28	3	5
CCOC(=O)N1CCN(c2ncnc3nc[nH]c23)CC1	1	-2	7	113	118	1.0	3	4	2
CC(=O)NC12CC3CC(C1)CC(C(=O)OCC(=O)c1ccc4c(c1)OCCO4)(C3)C2	-35	12	11	109	107	1.9	-4	-2	-2
CC1CCN(C(=O)CSc2nc3[nH]ncc3c(=O)[nH]2)CC1	4	5	-1	99	117	0.5	-5	10	-1
CCc1ccccc1NC(=O)C1CCN(C(=O)N2CCOc3ccccc32)CC1	-34	10	5	102	104	-1.6	12	1	.
O=c1c2sccc2nc(SCc2cc(=O)n3cc(Cl)ccc3n2)n1Cc1ccccn1	-7	-6	-8	86	81	-7.7	8	-8	-4
COc1ccc(S(=O)(=O)NCCC(=O)NC(C)c2ccccc2)cc1 (centres undefined)	-6	6	2	104	101	-3.0	1	-3	-7
O=C(Oc1ccc(C(=S)N2CCOCC2)cc1Br)c1ccccc1F	-13	-10	-1	101	104	4.9	12	4	-5
O=C1N=C(c2ccccc2)C(c2ccccc2)N1 (centres undefined)	4	3	3	104	98	-1.0	18	0	1
(listing goes on)
SMILES	DNA FID counter	NS3 helicase inh	MEKK2mut PB1 HTS	MEKK3 PB1 HTS	MEKK2wt PB1 HTS	CRFR2-BP ag	SUMO HTRF inh	CRFR2-BP antag	GalR3 antagonist
Cc1cc(=O)[nH]n(CCO)c1=O	-1	2	7	103	106	0.1	1	-6	-5
O=Cc1cnc(N2CCCCC2)s1	0	9	4	102	105	0.3	-12	-6	-7
CCCCCCCc1c(O)nc(SCCN(C)C)[nH]c1=O	-3	8	-4	92	94	-0.8	5	-1	1
CCOC(=O)Cc1cc(=O)n2[nH]c(-c3ccccc3)cc2n1	-19	9	-4	103	91	-0.8	7	14	.
CC(C)NS(=O)(=O)c1ccc(OCC(=O)Nc2ccc3c(c2)OCCO3)cc1	-18	-4	2	107	102	-0.5	9	-9	-10

Not all compounds are listed. The share of hits here may be higher or lower than overall.
